# Compound activity as filed in PubChem.
# T cell modulator – modulates CD8 T cell binding to vesicles. 2C CD8+ T cell-vesicle binding, flow cytometry; active compounds read low. 330,000 compounds, 0.068% hits. calls only at 7 µM;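 active = response, share of CD8 T cells binding vesicles, and their 90th percentile fluorescence all below set limits, cut at about 80% in these data, passing the limit was not always enough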
#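 Test system: purified 2C TCR transgenic mouse naive CD8+ T cells. Probe or stimulus: QL9-peptide-loaded Drosophila micro-vesicles bearing Ld, ICAM-1 and B7-1. Incubation: binding step 1.5 h, 37 °C, antibody labelling 20 min, ice. Measured by: flow cytometry of vesicle-bound cells.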
# T cell modulator vesicle-bound % – further read-out of T cell modulator, marked with its call; double positive events, %; measured here: CD8+ vesicle-bound cell fraction;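 binding gate set so that unloaded-vesicle control wells show 10% double positive cells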
# Active calls of the source: *; i = inactive; + = active, no number.
# Results follow in this order: T cell modulator	T cell modulator vesicle-bound %
> Cc1ccc(S(=O)(=O)CCC(=O)OCC(=O)NCCc2ccc(S(N)(=O)=O)cc2)cc1
→ i	31
> COc1ccc(-c2csc3ncnc(N4CCN(S(=O)(=O)c5cccc(Br)c5)CC4)c23)cc1
→ i	53
> CN(CC(=O)Nc1ccc(F)cc1)C(=O)c1cn(-c2ccccc2)nc1-c1cccs1
→ i	41
> O=C1CC2(CCN(C(=O)c3ccccc3Cl)CC2)Oc2ccccc21
→ i	42
> C=C1CCC[C@]2(C)C[C@H]3OC(=O)C(CNCCN(C)C)[C@H]3CC12 (stereo partly specified)
→ i	25
> Cc1cccc(-n2nnnc2SCC(=O)NC2CCCC2)c1
→ i	32
> O=c1c2cc(Br)ccc2nc(-c2cccc(Cl)c2)n1O
→ i	56
> Cc1nn(CC(=O)N(C)C2(C#N)CCCCC2)c(C)c1[N+](=O)[O-]
→ i	8
> O=S(=O)(Nc1nc2ccccc2nc1N1CCN(CCO)CC1)c1cc(F)ccc1F
→ i	42
> Cc1csc(SCC(=O)Nc2cc([N+](=O)[O-])ccc2F)n1
→ i	36
> COc1ccc(S(N)(=O)=O)cc1C(=O)OCC(=O)NC(C)(C#N)C1CC1 (stereo unspecified)
→ i	38
> Cc1noc(C)c1NC(=O)N(C)C[C@H]1Oc2ccc(NS(=O)(=O)c3cn(C)cn3)cc2C(=O)N([C@H](C)CO)C[C@@H]1C
→ i	7
> CC(CC(=O)NNC(=O)c1ccncc1)c1ccccc1 (stereo unspecified)
→ i	41
> Cc1ccc(C)c(-n2ccnc2SCC(=O)c2c(N)n(C3CC3)c(=O)[nH]c2=O)c1
→ i	40
> CCOc1ccc(C(=O)NNC(=O)c2cc(S(=O)(=O)N3CCOCC3)ccc2Cl)cc1
→ i	32
> COC(=O)[C@@H]1C[C@@H](c2ccccc2)[C@H](C)C1(C)C
→ i	17
> O=c1oc2ccc(C#CC3(O)CCCCC3)cc2cc1-n1cc(C2(O)CCCCC2)nn1
→ i	33
> c1ccc2c(Nc3ccc(N4CCOCC4)cc3)nc(N3CCOCC3)nc2c1
→ i	31
> Cc1c(NC(=S)NC(=O)c2ccc(Cl)cc2)c(=O)n(-c2ccccc2)n1C
→ i	47
> COc1ccc(CCNC(=O)c2cccnc2Cl)cc1OC
→ i	20
> Cc1ccc(CNC(=O)c2cccnc2)cc1
→ i	43
> Cc1cc(NC(=O)C(C)SCC(=O)N(Cc2ccccc2)c2ccccc2)no1 (stereo unspecified)
→ i	28
> CCN(CC)c1ccc(C(=O)OCC(=O)Nc2cc(C)on2)cc1
→ i	23
> O=C(Cc1cccc(C(F)(F)F)c1)Nc1ccc(S(=O)(=O)N2CCCC2)cc1
→ i	31
> COc1ccc(COC[C@H](C)[C@H](O)[C@@H](C)[C@H]2OC(=O)[C@@H]2C)cc1
→ i	41
> CCc1ccc(-c2nc(SCC(=O)c3c(N)n(C4CC4)c(=O)[nH]c3=O)n[nH]2)cc1
→ i	43
> C=CCn1c(SCC(=O)N2CC(C)OC(C)C2)nnc1-c1ccncc1 (stereo unspecified)
→ i	42
> CC(Nc1c[nH]c(=O)[nH]c1=O)c1ccccc1 (stereo unspecified)
→ i	56
> Cc1ccc(S(=O)(=O)N2CCN(C(=O)COC(=O)c3cncc(Br)c3)CC2)c(C)c1
→ i	20
> O=S(=O)(c1ccc(F)cc1)N1CCN(Cc2nnc(-c3ccccc3)o2)CC1
→ i	30
> Cc1ccc2c(c1)C(c1ccccc1)N(C(=O)c1ccccc1)CC(=O)N2 (stereo unspecified)
→ i	25
> O=C(Nc1ccc(S(=O)(=O)N2CCCCC2)cc1)c1ccc(=O)[nH]c1
→ i	35
> CCC(=O)c1ccc(OCC(=O)Nc2cc(S(=O)(=O)N3CCCCC3)ccc2N2CCN(CC)CC2)cc1
→ i	50
> CCN1C(=O)[C@H]2[C@@H](c3ccc(-c4cccc(Cl)c4)c(OC)c3)N[C@@](Cc3ccccc3)(C(=O)OC)[C@H]2C1=O
→ i	32
> Cc1ccc(S(=O)(=O)NC(=O)C2CCCCC2)cc1
→ i	43
> Cc1c(C(=O)NCCCN2CCCC2=O)oc2c(Cl)cccc12
→ i	49
> O=C(COC(=O)c1ccc(O)cc1O)NC12CC3CC(CC(C3)C1)C2
→ i	32
> O=C(NNC(=O)c1ccccc1Br)c1cnccn1
→ i	17
> O=C(COC(=O)C1CCN(S(=O)(=O)c2ccc3c(c2)OCCO3)CC1)NC1CCS(=O)(=O)C1 (stereo unspecified)
→ i	8
> CCOC(=O)n1c(=O)n(Cc2ccc(OC)cc2)c2ccccc21
→ i	63

# Pulled one by one from the entries so far (six):
# Results follow in this order: T cell modulator	T cell modulator vesicle-bound %
> O=C(Nc1ccc(S(=O)(=O)N2CCCCC2)cc1)c1ccc(=O)[nH]c1
→ i	35
> Cc1ccc(C)c(-n2ccnc2SCC(=O)c2c(N)n(C3CC3)c(=O)[nH]c2=O)c1
→ i	40
> COc1ccc(S(N)(=O)=O)cc1C(=O)OCC(=O)NC(C)(C#N)C1CC1 (stereo unspecified)
→ i	38
> O=C(Cc1cccc(C(F)(F)F)c1)Nc1ccc(S(=O)(=O)N2CCCC2)cc1
→ i	31
> COc1ccc(CCNC(=O)c2cccnc2Cl)cc1OC
→ i	20
> COc1ccc(-c2csc3ncnc(N4CCN(S(=O)(=O)c5cccc(Br)c5)CC4)c23)cc1
→ i	53

# More records follow:
# Results follow in this order: T cell modulator	T cell modulator vesicle-bound %
> COc1cccc(NC(=O)CN(C)C(=O)[C@@H]2CCCN2C(=O)c2cccs2)c1
→ i	36
> NC(=O)c1cc([N+](=O)[O-])ccc1NCc1cnccn1
→ i	31
> COc1ccc(C2NC(c3ccc(OC)cc3)C(C)C(=O)C2C)cc1 (stereo unspecified)
→ i	24
> CC1(c2ccc(Cl)cc2Cl)NC(=O)N(CC(=O)Nc2cccnc2Cl)C1=O (stereo unspecified)
→ i	17
> O=C(O)c1cncc(C#Cc2ccccc2)c1
→ i	32
> Nc1c(N(Cc2ccccc2)C(=O)CCc2ccccc2)c(=O)[nH]c(=O)n1Cc1ccccc1
→ i	54
> Cc1ccc(S(=O)(=O)N2CCOCC2)cc1NC(=O)CNCc1ccc(Cl)cc1Cl
→ i	28
> CCN(CC(=O)Nc1ccccc1OC)C(=O)CC1CCCC1
→ i	42
> CC(C)C[C@H](CO)N(Cc1ccccc1)S(=O)(=O)N(Cc1ccccc1)[C@@H](CO)CC(C)C
→ i	53
> O=C(COC(=O)c1nc(Cl)ccc1Cl)NNC(=O)c1cccs1
→ i	32
> CCN1CCN(c2ccc(S(=O)(=O)N3CCOCC3)cc2NC(=O)/C=C/c2ccc(OC)c(OC)c2)CC1
→ i	58
> Cc1[nH]c(=O)c(C#N)c(C)c1CSc1ncccn1
→ i	51
> COc1cccc(OC)c1C(=O)NCCc1ccccc1
→ i	23
> Cc1ccc(C(=O)Nc2ccc(S(=O)(=O)NC3=NCCCCC3)cc2)c(C)c1
→ i	36
> COc1ccc(NC(=O)CN(C)CC(=O)c2c(C)[nH]c3ccccc23)cc1
→ i	47
> COc1cc([C@@H]2CC=C(C(=O)O)[C@H](c3ccc(C)cc3)N2S(=O)(=O)c2ccc(C)cc2)cc(OC)c1OC
→ i	14
> CCCc1cc(=O)[nH]c(SCC(=O)NCCN2C(=O)CSC2=O)n1
→ i	48
> COc1ccc(S(=O)(=O)N2CCOCC2)cc1NC(=O)CCCOc1ccccc1
→ i	37
> O=C(COC(=O)C1(c2ccc(F)cc2)CCCC1)N1CCNC1=O
→ i	15
> CCN(C(=S)NC(=O)Cc1ccc(OC)cc1)c1ccccc1
→ i	26
> CCSc1ccc([C@@H]2[C@@H]3C(=O)N(C)C(=O)[C@@H]3[C@]3(C(=O)OC)CCCCN23)cc1OC
→ +	10*
> COc1cc2c(CCNC(C)=O)c[nH]c2cc1Cl
→ i	17
> COc1cc(-c2nnc(NC(=O)CS(=O)(=O)c3ccc(F)cc3)o2)cc(OC)c1OC
→ i	9
> CC(OC(=O)c1ccc(NC(=O)CC#N)cc1)C(=O)Nc1ccc2c(c1)OCCO2 (stereo unspecified)
→ i	44
> CC(=O)c1c(C)[nH]c(C(=O)OCC(=O)N2CCN(S(=O)(=O)c3ccc(C)cc3)CC2)c1C
→ i	51
> NC1C=CC=C(C(=O)O)C1 (stereo unspecified)
→ i	39
> O=C(NCc1cccs1)c1cc(-c2ccccc2)nn1CC1CC(c2cccnc2)=NO1 (stereo unspecified)
→ i	45
> COc1cc(-c2c(-c3ccsc3)sc3ccccc23)cc(OC)c1OC
→ i	30
> O=C(NN=Cc1ccccc1OC(F)F)c1ccc(NS(=O)(=O)c2cccs2)cc1
→ i	46
> OCCN1CCN(c2nnc(-c3ccccc3)c3ccccc23)CC1
→ i	40
> COc1cccc(CN(C)C(=O)C2CSC3(C)CCC(=O)N23)c1OC (stereo unspecified)
→ i	33
> COc1cc2cnc(-c3ccccc3)c(-c3cccc(C(F)(F)F)c3)c2cc1OC
→ i	54
> CN(Cc1ccc(Cl)cc1Cl)C(=O)CNC(=O)c1ccc2c(c1)OCO2
→ i	21
> CN1CCC(N(C)C(=O)c2cc(-c3ccc(F)cc3)nc3ccccc23)CC1
→ i	14
> C[C@H](CO)N1C[C@H](C)[C@@H](CN(C)Cc2ccc3c(c2)OCO3)Oc2c(NS(C)(=O)=O)cccc2C1=O
→ i	4
> COc1ccccc1C(=O)Nc1ccccc1C(=O)Nc1ccccc1
→ i	41
> CCCCCCCNC(=O)C1(CC2CC(c3cccc(Br)c3)=NO2)CCN(C(=O)C2(C)CC2)CC1 (stereo unspecified)
→ i	36
> CCOc1ccc(CC(=O)NC2CC(C)(C)N(C)C(C)(C)C2)cc1OCC
→ i	14
> O=C(CN1C(=O)NC2(CCOc3ccccc32)C1=O)N1CCCCC1 (stereo unspecified)
→ i	45
> Cc1ccc(N2CC(C(=O)OCC(=O)Nc3ccccc3C)CC2=O)cc1 (stereo unspecified)
→ i	27
> Cc1ccc(CNC(=O)c2ccc(N3CCC4(CC3)CC(c3cccc(Br)c3)=NO4)c(NC(=O)c3cccc(C)c3)c2)cc1
→ i	39
> O=C(Nc1cc(-c2ccccc2)nn1C1CCCCC1)c1ccc(Cl)cc1
→ i	9
> C[C@H](CO)N1C[C@H](C)[C@@H](CN(C)Cc2ccncc2)Oc2c(NS(=O)(=O)c3ccccc3)cccc2C1=O
→ i	20
> COc1cc(OC)c(N(C)C(=O)c2cn(C)c(=O)c3cc(OC)c(OC)cc23)cc1Cl
→ i	41
> O=C(COC(=O)c1ccc(O)cc1)Nc1ccc2c(c1)OCO2
→ i	40
> Cc1cc(C(=O)COC(=O)c2ccc(F)cc2)c(C)n1C
→ i	35
> COc1ccc(CN(C)CC(=O)Nc2ccccc2C(=O)NC2CC2)cc1OC
→ i	25
> CCCCC(CC)COC(=O)c1ccc(N(C)C)cc1 (stereo unspecified)
→ i	33
> CCN(C(=O)c1ccc(S(=O)(=O)N2CCC(C)CC2)cc1)C1CCS(=O)(=O)C1 (stereo unspecified)
→ i	38
> CCC(C)c1ccccc1N1CC(C(=O)Nc2ccc(S(=O)(=O)N3CCOCC3)cc2)CC1=O (stereo unspecified)
→ i	7
> CSc1ccc(CCCCCCOC(=O)C(C)(C)C)cc1
→ i	44
> O=C(COc1coc(CN2CCN(c3ccccc3)CC2)cc1=O)NC1CCCCC1
→ i	12
> COc1ccc(CC(C)Nc2cccc(SC)c2)cc1 (stereo unspecified)
→ i	47
> O=S(=O)(NCc1ccc(F)cc1)c1ccc(Br)cc1Br
→ i	20
> COc1ccc(CC(=O)OCC(=O)Nc2ccc3[nH]c(=O)[nH]c3c2)cc1
→ i	37
> CC1CN(S(=O)(=O)c2cccc(C(=O)NCc3ccccn3)c2)CC(C)O1 (stereo unspecified)
→ i	46
> C=CC(C)(O)CCCC(C)CCCC(C)CCCC(C)C (stereo unspecified)
→ i	33
> CCN(c1ccccc1)S(=O)(=O)c1cccc(C(=O)NCc2ccncc2)c1
→ i	18
> O=C(COC(=O)/C=C/c1ccc([N+](=O)[O-])cc1)NC1CCCCC1
→ i	18
> O=C1CC(NS(=O)(=O)c2cccs2)CN1c1ccccc1 (stereo unspecified)
→ i	66

# Overlap with the part before: 2 entries; new compounds follow.
# Results follow in this order: T cell modulator	T cell modulator vesicle-bound %
> O=C(COC(=O)/C=C/c1ccc([N+](=O)[O-])cc1)NC1CCCCC1
→ i	18
> O=C1CC(NS(=O)(=O)c2cccs2)CN1c1ccccc1 (stereo unspecified)
→ i	66
> COc1ccc([C@@H]2[C@@H]3C(=O)N(C(C)(C)C)C(=O)[C@@H]3[C@]3(Cc4ccccc4)C(=O)N(c4ccc(OC)cc4)C(=O)N23)cc1
→ i	40
> Cc1ccc(S(=O)(=O)N(CC(=O)c2ccc(Cl)cc2)C(=O)N2CCN(C)CC2)cc1
→ i	26
> CCC(C)(C)C1CCc2[nH]nc(C(=O)NCc3ccc(Cl)cc3)c2C1 (stereo unspecified)
→ i	39
> OC(COc1ccc(Br)cc1)CN1CCN(c2ccccc2)CC1 (stereo unspecified)
→ i	33
> O=C1C=C(c2ccc(-c3ccccc3)c(F)c2)C[C@@H](c2ccc(F)cc2)C1
→ i	34
> CC(C)(C)C1CCC(C(=O)NNC(=O)c2ccncc2)CC1 (stereo unspecified)
→ i	64
> CC[C@@]1(C(=O)OC)N[C@H](CN(C)C(=O)Nc2ccc(F)cc2)[C@@H]2C(=O)N(Cc3ccccc3)C(=O)[C@@H]21
→ i	11
> O=C1C=C(c2cc3ccccc3s2)CCC1
→ i	20
> O=C1CCC(C(=O)OCC(=O)Nc2ccc(Cl)cc2C(F)(F)F)=NN1
→ i	38
> CCC(=O)N1CCC(NC(=O)Nc2ccc(OC(F)(F)F)cc2)CC1
→ i	20
> CCc1ccc(S(=O)(=O)Nc2ccc(-c3ccc4nncn4n3)cc2)s1
→ i	48
> O=S(=O)(Nc1nccs1)c1ccc(NS(=O)(=O)c2c(F)cc(F)c(Cl)c2F)cc1
→ i	23

# Some of the compounds tested. The share of hits here may be higher or lower than overall.
